GC-A act – GC-A (human) enzyme activation | P16066 | HEK293 GC-A cells, cGMP TR-FRET, EC30 ANP; 0% at EC30 ANP, 100% saturating ANP | activation, % at 10 µM | hit rate 0.14% among 370,000 | AID 1671463; in the data active = activation above about 40%
GAA850 FXN act – increases GAA850 frataxin promoter reporter activity; HEK293 lucGAA850 FXN promoter luciferase reporter, 24 h; percent of 10 µM SAHA response; activation, % at 6 µM; hit rate 0.56% among 360,000; AID 540364;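 active = activation above the average of all compounds screened plus 3 SD, cutoff fixed separately per campaign, cut at about 7.5% in these data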;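 also: 0% = DMSO wells and 100% = 10 µM SAHA wells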
Tn6 DDE FP – inhibitors of Tn6 peptide binding to human fibrin DD(E); hit rate 0.21% among 370,000; P02675; inhibition, % at 8.3 µM; AID 720509; Fibrin DD(E) TRITC-Tn6 fluorescence polarization displacement;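 active = inhibition above a per-campaign cutoff: mean of compounds within control limits plus 3 SD, cut at about 15% in these data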;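 also: 0% = median of all compound wells on the plate and 100% = blocking peptide control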
Target sequence (P02675 whole entry, looked up): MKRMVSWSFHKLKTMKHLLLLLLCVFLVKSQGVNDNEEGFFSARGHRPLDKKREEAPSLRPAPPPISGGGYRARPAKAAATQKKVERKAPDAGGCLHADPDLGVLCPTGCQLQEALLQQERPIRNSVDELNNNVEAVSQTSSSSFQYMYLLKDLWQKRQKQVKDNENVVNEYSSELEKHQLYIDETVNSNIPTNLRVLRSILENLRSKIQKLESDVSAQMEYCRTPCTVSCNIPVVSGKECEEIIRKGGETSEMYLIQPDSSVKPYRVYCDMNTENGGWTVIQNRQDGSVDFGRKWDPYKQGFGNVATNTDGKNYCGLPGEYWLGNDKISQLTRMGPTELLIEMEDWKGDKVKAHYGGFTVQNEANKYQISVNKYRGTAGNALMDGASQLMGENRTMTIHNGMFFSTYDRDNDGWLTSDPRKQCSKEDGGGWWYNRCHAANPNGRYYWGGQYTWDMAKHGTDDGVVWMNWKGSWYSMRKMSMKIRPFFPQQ
ARFGAP1 inhibitor – inhibits rat ARF GTPase activating protein 1 | Q62848 | Arfgap1-stimulated ARF1 GTP hydrolysis, GDP FP detection | inhibition, % at 16.5 µM | hit rate 0.26% among 360,000;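 active = inhibition above a per-plate limit, mean inhibition of low control wells plus 3 SD, cut at about 25% in these data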;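 also: 0% = DMSO wells with enzyme and 100% = wells lacking Arfgap1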
Target sequence (Q62848 1-136 limits assumed): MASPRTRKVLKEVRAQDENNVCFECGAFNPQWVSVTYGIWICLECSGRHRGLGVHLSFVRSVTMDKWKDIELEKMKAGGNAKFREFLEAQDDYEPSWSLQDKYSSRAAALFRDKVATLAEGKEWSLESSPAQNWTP
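material = rat Arfgap1 catalytic domain, aa 1-136 | also added = human ARF1(Δ1-17)-GTP substrate | compound dosing = one concentration, 16.5 µM, DMSO 1.26% | times = GTP hydrolysis reaction 2 h at 25 °C | measured by = FP, GDP Alexa 633 tracer displaced from anti-GDP antibody, 620/688 nm | evaluation = percent inhibition of Arfgap1-stimulated GTP hydrolysis | replication = single well per compound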
ADAM10 inh – inhibitors of human ADAM10. inhibition, % at 7 µM. AID 720582. hit rate 0.62% among 370,000. recombinant ADAM10, EDANS/DABCYL FRET peptide cleavage, 3 h;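 active = inhibition above a per-campaign cutoff equal to the mean of compounds falling between control-based bounds plus 3 SD, cut at about 20% in these data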;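 also: 0% = DMSO wells while the 100% control is not disclosed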
ASAP1 GAP inh – blocks human ASAP1-stimulated Arf1 GTP hydrolysis | Q9ULH1 | GDP FP detection | inhibition, % at 16.5 µM | hit rate 0.19% among 360,000 | AID 624377; in the data active = inhibition above about 25%;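 also: 0% = vehicle with enzyme and substrate and 100% = no enzyme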
sPLA2-III inh – Blocks human group III sPLA2 activity; Q9NZ20; QFRET BODIPY PC-A2 liposome hydrolysis, fluorescence; inhibition, % at 12.2 µM; hit rate 0.56% among 370,000;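 active = inhibition above mean plus 3 SD of compounds lying within the high and low control bounds, cut at about 19% in these data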;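 also: 0% = median of test compound wells and 100% = no enzyme DMSO wells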
proKLK7 act – activators of human kallikrein-7 zymogen; P49862; purified proKLK7, EDANS-DABCYL substrate fluorescence; 100% is mature enzyme control, 0% vehicle; activation, % at 7 µM; hit rate 0.9% among 370,000;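 active = activation above the mean of all tested compounds plus 3 SD, computed per campaign excluding outliers beyond control limits, cut at about 13% in these data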
Target sequence (P49862 whole entry, looked up): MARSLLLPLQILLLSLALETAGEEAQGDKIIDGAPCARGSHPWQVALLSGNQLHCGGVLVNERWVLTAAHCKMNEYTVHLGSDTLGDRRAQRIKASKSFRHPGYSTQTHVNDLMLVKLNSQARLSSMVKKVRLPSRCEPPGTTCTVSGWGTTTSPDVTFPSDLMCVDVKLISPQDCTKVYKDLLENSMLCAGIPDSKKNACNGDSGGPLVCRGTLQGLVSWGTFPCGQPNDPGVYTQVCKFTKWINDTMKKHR
rCAG binder – molecules binding r(CAG) RNA repeats | r(CAG) RNA repeat, TO-PRO-1 dye displacement fluorescence | inhibition, % at 3 µM | hit rate 1.3% among 370,000;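 active = inhibition above the plate cutoff, the mean of all test compounds on that plate plus 3 SD, cut at about 35% in these data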;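 also: 0% = DMSO alone and 100% = 100 µM mitoxantrone as full dye displacement; higher means more dye released from RNA so lower well fluorescence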
GC-B act – GC-B (human) receptor activation; P20594; HEK293-GC-B cells, CNP EC30, cGMP TR-FRET; 0% at EC30 CNP, 100% saturating CNP; activation, % at 10 µM; hit rate 0.11% among 370,000;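 active = activation at 10 µM reaching about 35% in either raw or pattern-adjusted values, limit read from the data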
Numbers without * were called inactive; i = inactive; · = not tested or not shown.

Keys – A = GC-A act; B = GAA850 FXN act; C = Tn6 DDE FP; D = ARFGAP1 inhibitor; E = ADAM10 inh; F = ASAP1 GAP inh; G = sPLA2-III inh; H = proKLK7 act; I = rCAG binder; J = GC-B act
(1) CC1(C)CC2CC(C)(CN2S(=O)(=O)c2ccccc2[N+](=O)[O-])C1 (stereo not drawn)
  A: -3 | B: -0.3 | C: -5 | D: 14 | E: 8 | F: 7 | G: -2 | H: 0.1 | I: -3 | J: -6
(2) Nc1c(Cl)ncnc1N/N=C/c1ccnc2ccccc12
  A: 3 | B: 3.6 | C: -2 | D: 7 | E: -17 | F: 3 | G: 0 | H: -1.2 | I: 6 | J: -2
(3) CC(C)Oc1ccc(C(CC(=O)NCCCN(C)C)c2ccc(F)cc2)cc1 (stereo not drawn)
  A: -5 | B: 1.4 | C: 7 | D: -1 | E: -4 | F: 4 | G: -2 | H: 0.0 | I: -1 | J: -8
(4) CC(C)(C)n1nnnc1C(c1ccccc1)N1CCN(C(=O)C2CCCO2)CC1 (stereo not drawn)
  A: 0 | B: · | C: -1 | D: -2 | E: 6 | F: -12 | G: 10 | H: 0.7 | I: 2 | J: 0
(5) Cc1cc(NC(=O)CCCn2nc(C)c([N+](=O)[O-])c2C)no1
  A: 1 | B: 1.0 | C: -1 | D: -6 | E: -1 | F: -11 | G: 0 | H: -0.1 | I: -1 | J: 8
(6) CCCc1nc(N2CCN(C)CC2)c2sc(=S)n(-c3ccccc3)c2n1
  A: -31 | B: 0.5 | C: -1 | D: -14 | E: -6 | F: 13 | G: -1 | H: 0.0 | I: -3 | J: -23
(7) CC(C)(C)c1nnc(NC(=O)NS(=O)(=O)c2ccccc2)s1
  A: 0 | B: -0.4 | C: -3 | D: -8 | E: -8 | F: 1 | G: -1 | H: -0.7 | I: 0 | J: 7
(8) c1ccn2cc(-c3ccc4c(c3)OCCO4)nc2c1
  A: 3 | B: -2.2 | C: 4 | D: 6 | E: i | F: -4 | G: -4 | H: 3.3 | I: 1 | J: 3
(9) O=S(=O)(c1cccc(Cl)c1)N1CCC(c2nc3ccccc3[nH]2)CC1
  A: -4 | B: -0.2 | C: -3 | D: 4 | E: 6 | F: 7 | G: -4 | H: 1.3 | I: -1 | J: -3
(10) COC(=O)[C@]12C[C@H](CC(=O)N3CCSCC3)C(=O)N(CCC3=CCCCC3)C1=C[C@H](COCc1ccccc1)O[C@@H]2C
  A: 2 | B: · | C: 0 | D: -20 | E: 3 | F: -4 | G: 4 | H: 0.5 | I: 5 | J: 1
(11) CC1=Nc2ccccc2/C1=C\c1nc(-c2ccccc2)oc1O
  A: 4 | B: 2.0 | C: 9 | D: 11 | E: -82 | F: 2 | G: -13 | H: 2.6 | I: 60* | J: -2
(12) Cc1ccc(S(=O)(=O)N(CC(=O)N2CCC(C)CC2)c2ccccc2)cc1
  A: 3 | B: 1.0 | C: 6 | D: 1 | E: -4 | F: -6 | G: 4 | H: -0.2 | I: -1 | J: -10
(13) Cc1cccc2sc(N(CCCN(C)C)C(=O)c3sc4ccccc4c3Cl)nc12
  A: -26 | B: -0.2 | C: -1 | D: 14 | E: 5 | F: 0 | G: -4 | H: -0.6 | I: 2 | J: -13
(14) COc1ccc(S(=O)(=O)N2CCN(c3ccc(F)cc3)CC2)cc1C(=O)N1CCOCC1
  A: -2 | B: -0.4 | C: -6 | D: -3 | E: 2 | F: 5 | G: 8 | H: 0.1 | I: -2 | J: 1
(15) O=C(Cc1cccc2ccccc12)NCCOc1ccccc1F
  A: 2 | B: 2.9 | C: -4 | D: -2 | E: 9 | F: 2 | G: -3 | H: 0.1 | I: 1 | J: -2
(16) CN(CC(=O)Nc1cccc(F)c1)C(=O)CCNC(=O)c1ccc(Br)cc1
  A: 3 | B: 2.4 | C: -8 | D: 12 | E: 0 | F: 4 | G: 0 | H: 0.2 | I: -2 | J: -4
(17) CCc1cccc(NC(=O)C2CCN(S(=O)(=O)c3ccc4c(c3)CC(C)N4C(C)=O)CC2)c1 (stereo not drawn)
  A: 1 | B: 0.1 | C: 0 | D: 6 | E: -7 | F: -2 | G: -4 | H: -0.3 | I: 4 | J: 4
(18) NC(=O)C1CCN(C(=O)c2ccc(OCC(=O)Nc3cccc(C(F)(F)F)c3)cc2)CC1
  A: 0 | B: 1.5 | C: -7 | D: 8 | E: -22 | F: 14 | G: 6 | H: 0.1 | I: -8 | J: -4
(19) Cc1ccccc1NC(=O)Cc1nc(CN(C)CC(=O)Nc2cccc(F)c2)cs1
  A: -2 | B: 0.3 | C: 0 | D: 4 | E: 1 | F: 14 | G: -50 | H: -0.1 | I: 4 | J: 1
(20) CC(CNC1CCCCC1)OC(=O)c1ccc([N+](=O)[O-])cc1 (stereo not drawn)
  A: 0 | B: 0.1 | C: 2 | D: 0 | E: -10 | F: -7 | G: 1 | H: 0.0 | I: -1 | J: 2
(21) Cc1cccc(OCC(=O)N2CCC(N3CCCCCC3)CC2)c1
  A: 1 | B: -1.0 | C: 1 | D: -7 | E: -5 | F: -11 | G: 7 | H: 0.1 | I: 7 | J: 6
(22) Cc1ccc(S(=O)(=O)N2CCC[C@H]2C(=O)Nc2ccc(F)cc2C)cc1
  A: 1 | B: -0.8 | C: -5 | D: -1 | E: -13 | F: 10 | G: 16 | H: 0.2 | I: 4 | J: 4
(23) CCN(CC)C1CCN(C(=O)CCn2nnnc2CN2CCOCC2)C1 (stereo not drawn)
  A: 1 | B: 0.0 | C: -6 | D: -10 | E: -3 | F: 13 | G: 1 | H: -0.5 | I: 0 | J: -2
(24) Cc1cccc(/C=C/C(=O)c2ccc(NC3=NCCCS3)cc2)c1
  A: -11 | B: -0.5 | C: 2 | D: 5 | E: 9 | F: -1 | G: -16 | H: -1.8 | I: -2 | J: -1
(25) COc1cccc(OC)c1C(=O)Nc1ccccc1C(=O)N1CCCC1
  A: 2 | B: 2.0 | C: 6 | D: 1 | E: -1 | F: -14 | G: -2 | H: -0.4 | I: -2 | J: 1
(26) O=C(NCC1CCCO1)C1CCN(C2CCN(C(=O)Cc3ccsc3)CC2)CC1 (stereo not drawn)
  A: -2 | B: 2.1 | C: -7 | D: -3 | E: -10 | F: -6 | G: -2 | H: -1.2 | I: -2 | J: 0
(27) Cc1c(CCO)c(=O)[nH]n1S(=O)(=O)c1ccc(Cl)cc1Cl
  A: 5 | B: 1.1 | C: 4 | D: 0 | E: 3 | F: -10 | G: 3 | H: -0.3 | I: -4 | J: 5
(28) Cc1noc(C)c1S(=O)(=O)N(CC(=O)N1CCCC1)c1ccc(C(C)C)cc1
  A: -4 | B: -2.4 | C: -2 | D: 5 | E: -3 | F: -2 | G: -3 | H: 0.5 | I: -1 | J: -10
(29) COC(=O)c1ccc(CSCC(=O)Nc2cc(OC)cc(OC)c2)o1
  A: -7 | B: -0.8 | C: -1 | D: -5 | E: -6 | F: 0 | G: -8 | H: 0.0 | I: -1 | J: 4
(30) Cc1ccccc1OCC(=O)N(Cc1nnc(-c2ccc(Cl)cc2)o1)C(C)C
  A: -3 | B: -0.7 | C: -2 | D: 5 | E: -5 | F: -7 | G: -3 | H: 0.4 | I: 4 | J: -3

2 of the compounds above, with two lines to a compound.
The line under a structure holds: GC-A act, GAA850 FXN act, Tn6 DDE FP, ARFGAP1 inhibitor, ADAM10 inh, ASAP1 GAP inh, sPLA2-III inh, proKLK7 act, rCAG binder, GC-B act
3: CC(C)Oc1ccc(C(CC(=O)NCCCN(C)C)c2ccc(F)cc2)cc1 (stereo not drawn)
  -5, 1.4, 7, -1, -4, 4, -2, 0.0, -1, -8
13: Cc1cccc2sc(N(CCCN(C)C)C(=O)c3sc4ccccc4c3Cl)nc12
  -26, -0.2, -1, 14, 5, 0, -4, -0.6, 2, -13

Additional records follow.
Keys – A = GC-A act; B = GAA850 FXN act; C = Tn6 DDE FP; D = ARFGAP1 inhibitor; E = ADAM10 inh; F = ASAP1 GAP inh; G = sPLA2-III inh; H = proKLK7 act; I = rCAG binder; J = GC-B act
(31) COCCNC(=O)c1c[nH]c2ccc(S(=O)(=O)Nc3ccccc3F)cc2c1=O
  A: 1 | B: 1.8 | C: -12 | D: 15 | E: -10 | F: 14 | G: -4 | H: -0.2 | I: 7 | J: 0
(32) COc1ccc(OC)c(-c2csc(NC(=O)COC(=O)C3CCC3)n2)c1
  A: -1 | B: -0.2 | C: -1 | D: -1 | E: 1 | F: -3 | G: 0 | H: -0.7 | I: 4 | J: -7
(33) Cc1ccc(Cl)cc1-c1cc(C(=O)N2CCN(c3ccncc3)CC2)[nH]n1
  A: 11 | B: 0.0 | C: -1 | D: 1 | E: -1 | F: -4 | G: -37 | H: -0.4 | I: 3 | J: 12
(34) CCOC(=O)C1=C(COC(=O)c2ccc(C)s2)NC(=O)NC1C (stereo not drawn)
  A: 9 | B: 3.7 | C: -10 | D: 3 | E: -16 | F: 13 | G: 10 | H: 0.2 | I: -9 | J: 13
(35) O=C1c2ccncc2C(=O)N1c1cccc(Cl)c1
  A: 4 | B: 1.3 | C: 2 | D: -5 | E: -1 | F: 1 | G: 6 | H: 0.2 | I: 0 | J: 2
(36) COC(=O)Cn1c(=NC(=O)C2COc3ccccc3O2)sc2cc(S(N)(=O)=O)ccc21 (stereo not drawn)
  A: 7 | B: -0.1 | C: -4 | D: -8 | E: 12 | F: -1 | G: -4 | H: 0.0 | I: 16 | J: 12
(37) Cc1occc1C(=O)NN=C1C2CC3CC(C2)CC1C3
  A: 1 | B: 0.9 | C: 2 | D: 0 | E: 5 | F: -18 | G: 0 | H: 0.8 | I: 3 | J: 5
(38) O=C(CCNC(=O)c1ccc(Br)cc1)NC1CCCc2ccccc21 (stereo not drawn)
  A: -6 | B: -4.6 | C: -1 | D: 3 | E: 1 | F: -8 | G: -1 | H: -0.2 | I: -5 | J: -11
(39) Cc1ccc(SCC(=O)Nc2cccc(S(=O)(=O)N3CCOCC3)c2)cc1C
  A: 0 | B: 0.5 | C: -4 | D: 10 | E: -12 | F: 13 | G: -8 | H: -0.4 | I: 2 | J: 6
(40) O=C(Nc1nc(-c2ccc([N+](=O)[O-])cc2)cs1)c1c(F)cccc1F
  A: 12 | B: 0.1 | C: -5 | D: 13 | E: -9 | F: -14 | G: -2 | H: 0.4 | I: 0 | J: 2

Compound profiles, as listed above. Order of values: GC-A act, GAA850 FXN act, Tn6 DDE FP, ARFGAP1 inhibitor, ADAM10 inh, ASAP1 GAP inh, sPLA2-III inh, proKLK7 act, rCAG binder, GC-B act
Cc1cc(NC(=O)CCCn2nc(C)c([N+](=O)[O-])c2C)no1 in the list: 1, 1.0, -1, -6, -1, -11, 0, -0.1, -1, 8
CC(C)Oc1ccc(C(CC(=O)NCCCN(C)C)c2ccc(F)cc2)cc1 (stereo not drawn) in the list: -5, 1.4, 7, -1, -4, 4, -2, 0.0, -1, -8

Screens deposited in PubChem BioAssay by several laboratories.
